Bioassay records deposited in PubChem BioAssay by National Center for Advancing Translational Sciences (NCATS).
TRPV1 ag – HTS Assay for Compounds that Act as Agonists of the Vanilloid Receptor 1; Transient receptor potential cation channel subfamily V member 1 (Homo sapiens), Q8NER1; TRPV1-expressing cells, Fluo-8 calcium influx, agonist mode; activation, % at 8.33 µM; hit rate 0.19% among 320,000; AID 540275, 2011; in the data active = activation above about 80%; inconclusive = between about 30% and that limit; note: 0% is about no effect
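TRPV1-expressing cells were cultured overnight at 35.5C and loaded with Fluo-8 calcium dye for 40 to 90 min at room temperature. After a 10 s baseline, compound was added and calcium influx was read kinetically for 3 min (ex 480/em 520 nm).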
TCR activator – Activators of T cell receptors: qHTS campaign | AID 504894, 2011 | primary human leukocytes, anti-CD3, IL-2 HTRF, 48 h | 330,000 tested, under 10 active | Potency, µM (top dose mostly 9.22 µM), for the others: top-dose activation of IL-2 secretion, actives largely listed as activators; note: % of control where 0% means no effect
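Activity was scored as IL-2 release from primary human leukocytes given only a TCR signal (a-CD3 beads) plus compound for 48 hr. Detection used a two-antibody HTRF format read at 665nm.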
a7 integrin act – qHTS for Activators of Integrin-Mediated Alleviation for Muscular Dystrophy; alpha7betagal myoblasts, beta-gal FDG fluorescence, 48 h; Potency, µM (series often up to 38.3 µM), for inactives: at the highest dose activation, most hits filed as activators; hit rate 0.064% among 350,000;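 note: potency is the fitted concentration of half-maximal effect; 100% = response of the positive control SU9516; nearly all actives have a fitted effect of over 60% in size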
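alpha7betagal+/- myoblasts (passage 13, 250/well) treated 48 h at 37C with compounds at 1:260 dilution of DMSO stock. Lysed, then beta-galactosidase activity read as FDG fluorescence (ex 480/em 540) after 30 min, with pre-read for autofluorescence.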
BRCA1 expr up – qHTS Assay to Identify Small Molecule Activators of BRCA1 Expression; MCF7-BRCA1-FFLuc reporter, luminescence, 48 h; response scale: scaled: vehicle 0%, 10 µM genistein 100%; Potency, µM (top dose mostly 46.1 µM), for the others: top-dose activation, usual class: activators; hit rate 1.1% among 380,000; AID 624202, 2012; note: potency is the fitted concentration of half-maximal effect; nearly all actives have a fitted effect of over 80% in size; some results filed as inactive show a strong effect at the top dose
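Activators of BRCA1 expression were detected as increased firefly luciferase luminescence in engineered MCF7 cells after 48 h compound incubation. Signals were scaled to genistein 10 microM as full activation.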
A-T KAP1 phos – qHTS Assay for Identifying a Potential Treatment of Ataxia-Telangiectasia. […] A-T fibroblasts, KAP-1 phosphorylation AlphaLISA; neocarzinostatin DNA damage 30 min before lysis. Potency, µM (series often up to 57.5 µM), for inactives: at the highest dose activation, actives largely listed as activators. hit rate 0.19% among 320,000; note: potency is the fitted concentration of half-maximal effect; % of control where 0% means no effect; nearly all actives have a fitted effect of over 45% in size
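ATM-like activity read as KAP-1 phosphorylation via AlphaLISA donor/acceptor antibody pairs after lysis and 6 hr at 25C. Cells were ATM-null patient fibroblasts ([…], hTERT), dosed 60 min, then exposed to the DSB inducer NCS for 30 min.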
p53 reactivation – qHTS assay for re-activators of p53 using a Luc reporter. Potency, µM (series often up to 92.2 µM), without a hit: top-dose activity change, positive = activation, actives largely listed as activators. AID 504706, 2011. hit rate 0.063% among 320,000. H1299 p53-A138V BP100-luciferase reporter, luminescence, 24 h; note: potency is the fitted concentration of half-maximal effect; % of control where 0% means no effect; nearly all actives have a fitted effect of over 45% in size
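H1299 (p53-null), stable ts p53-A138V + BP100-Luc; 1000 cells/well, Opti-MEM/10% FBS; cpd 4 pt, 1:5; 24 h, 37 deg C, 5% CO2; detection reagent 10 min RT; luminescence.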
B2AR arrestin – qHTS assay of beta-arrestin-biased ligands of beta2-adrenergic receptor. beta-arrestin recruitment to beta2AR, cell-based reporter. Potency, µM (top dose mostly 46.1 µM), without a hit: at the highest dose activation, hits mostly activators. hit rate 0.02% among 330,000. AID 492947, 2010;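 note: potency is the fitted concentration of half-maximal effect; 0% = DMSO controls and full agonism = EC100 isoproterenol or metaproterenol; nearly all actives have a fitted effect of over 65% in size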
TSG101-PTAP inh – qHTS Assay for Iinhibitors of HIV-1 Budding by Blocking the Interaction of PTAP/TSG101 | Tumor susceptibility gene 101 protein (Homo sapiens), Q99816 | Fluorescence polarization, FITC-PTAP peptide / Tsg101 binding | 340,000 tested, under 10 active | Potency, µM (highest dose often 115 µM), inactives show top-dose activity change, negative = inhibition, most hits filed as inhibitors; active = well fitted inhibition curve with a large enough effect in the main read-out, with a control signal flat, not every such curve was filed as active; inconclusive = small, poorly fitted or top-dose-only effect, or effect the other way, or a change in a side signal; inactive = no such curve, though single readings can be large or run the other way; note: potency is the fitted concentration of half-maximal effect; % of control where 0% means no effect
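Fluorescence anisotropy tracks displacement of a FITC-tagged PTAP peptide (50 nM) from the Tsg101 binding domain (10 uM), following a 20 min room-temperature incubation at pH 7.5.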
MLL CXXC-DNA inh – qHTS Fluorescence Polarization Assay for Inhibitors of MLL CXXC domain - DNA interaction; MLL-CXXC / FITC-HOXA9 DNA fluorescence polarization; Potency, µM (titrated, usually from 115 µM), for inactives: top-dose activity change, negative = inhibition, hits mostly inhibitors; hit rate 0.037% among 290,000; active = well fitted inhibition curve with a large enough effect in the polarisation, with a control signal flat, not every such curve was filed as active; inconclusive = small, poorly fitted or top-dose-only effect, or effect the other way, or a change in a side signal; inactive = no such curve, though single readings can be large or run the other way; the % refers to the polarisation; note: potency is the fitted concentration of half-maximal effect
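Purified MLL-CXXC (added from a 7 uM solution) was preincubated 5 min at ambient with pinned compounds in 50 mM Tris-HCl pH 7.5, 50 mM NaCl, 1 mM DTT, 0.05% BSA. Fluorescein-labeled HOX-A9 DNA (50 nM solution) followed, 30 min, then polarization read.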
ELG1 repair inh – qHTS screen for small molecules that inhibit ELG1-dependent DNA repair in human embryonic kidney (HEK293T) cells expressing luciferase-tagged ELG1. HEK293T ELG1-luciferase reporter, luminescence, 16 h; DNA damage induced by 5-fluorouridine. Potency, µM (doses to about 46.1 µM), for inactives: at the highest dose activity change, negative = inhibition, most hits filed as inhibitors. hit rate 2.3% among 330,000; note: potency is the fitted concentration of half-maximal effect; % is set by controls: 0 for no effect and ±100 for the full control effect; nearly all actives have a fitted effect of over 55% in size
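Luminescence from the luciferase reporter, measured 30 min after ONE-Glo reagent at room temperature, was the read-out. Beforehand, 2,000 cells per well were exposed for 16 hr at 37 °C to 5-fluorouridine together with compound or vehicle.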
* = called active by the depositor; u = inconclusive; x = no result given; [ ] = another dose, or the depositor's remark. Unless noted, calls come from the whole dose curve; as a rule, active = well fitted curve in the direction sought with a large enough effect; inconclusive = small, poorly fitted or top-dose-only effect, or another doubt; inactive = no such curve, though single readings can be large; an effect the other way counts as inactive or inconclusive.

SMILES	TRPV1 ag	TCR activator	a7 integrin act	BRCA1 expr up	A-T KAP1 phos	p53 reactivation	B2AR arrestin	TSG101-PTAP inh	MLL CXXC-DNA inh	ELG1 repair inh
Cc1cccn2c(/C=N/OCc3cccc(F)c3)c(-c3ccc(Cl)cc3)nc12	x	-6%	-17%	-48%	-6%	1%	-0.2%	-3%	2%	-13%
O=C(NNC(=O)c1cc(Cl)ccc1[N+](=O)[O-])c1csc(N2CCOCC2)n1	-1	4%	29%	-8%	-4%	6%	0.0%	0%	x	11%
CCOc1ccc(C2=NNC(c3cccs3)=Nc3ccc(OC)cc32)cc1OCC	28	-1%[46.1 µM]	-64%[inhibitor]	-5%	-4%	u	-0.1%	-1%	-13%	u
COc1ccc(C(=O)CSc2nnc(-c3ccc(S(=O)(=O)N4CCOCC4)cc3)o2)cc1	0	13%	4%	-1%[1.84 µM]	-2%	-1%	-0.5%	-4%	-4%	4%
COc1ccc(S(=O)(=O)N2CCCOC2CNC(=O)C(=O)NCCc2ccco2)cc1OC (centres undefined)	0	-5%	-13%	-7%	10%	-22%	-0.2%	-1%	7%	0%
O=C(/C=C/c1ccc(F)cc1)Nc1cccc(S(=O)(=O)N2CCOCC2)c1	x	-5%[46.1 µM]	-42%	0%	-5%	20%	-0.2%	-4%	x	u
CCOC(=O)COc1cc2c3c(c(=O)oc2cc1C)CCCC3	23	-6%	21%	8%	7%	12%	0.0%	-5%	3%	-4%
CC(=O)Nc1ccc(C(=O)CSc2nnnn2C(C)C)cc1	0	-9%	7%	57%	-1%	u	-0.1%	-11%	-1%	u
CCCCN1C(=O)CCC(C(=O)O)C1c1ccc(OC)cc1 (centres undefined)	2	-4%[46.1 µM]	12%	8%	-2%	-9%	-0.5%	-2%	-2%	2%
COc1ccc(NC(=O)COc2ccc(/C=C/c3cc[n+](C)cc3)cc2OC)cc1	-4	-5%	-9%	-11%	3%	-5%	0.0%	-2%	-2%	-10%
C[C@@H]1CC[C@]2(C(=O)O)CC[C@]3(C)C(=CCC4[C@@]5(C)CC[C@H](O)[C@@](C)(C(=O)O)C5CC[C@]43C)C2[C@]1(C)O (some centres undefined)	x	-1%	11%	5%	2%	2%	-0.1%	-5%	x	28%
CCOC(=O)CN1C(=O)C(Sc2n[nH]c(-c3cccc(C)c3)n2)CCc2ccccc21 (centres undefined)	26	-1%	-31%	-35%	-1%	5%	-0.5%	-2%	-1%	u
O=C(CSc1ccc2ccccc2n1)N1CCC(c2noc3ccc(F)cc23)CC1	11	-17%[46.1 µM]	22%	-31%	-4%	-10%	-0.3%	-8%	8%	u
CC(C)(C)NC(=O)NC(=O)COC(=O)Cc1c(Cl)cccc1Cl	-4	7%	u	5%	4%	-1%	0.1%	-14%	0%	4%
Cc1cccc(N(Cc2ccccc2)C(=O)C2CCN(C(=O)c3ccccc3C)CC2)c1	-6	-1%	-21%	-23%	3%	-12%	0.2%	-2%	x	-19%
C[C@H](CO)N1C[C@H](C)[C@@H](CN(C)Cc2ccc(C(=O)O)cc2)Oc2c(NS(=O)(=O)c3ccc(F)cc3)cccc2C1=O	x	-1%	-8%	0%	-2%	0%	-0.1%	0%	x	u
Cc1ccc(S(=O)(=O)N2CCN(C(=O)CN3C(=O)NC(C)(c4ccc5ccccc5c4)C3=O)CC2)cc1 (centres undefined)	x	6%	-30%	-37%	x	x	x	0%	x	x
CNC(=O)C(=O)NCCN1CCN(S(=O)(=O)c2ccc3ccccc3c2)CC1	-1	-2%	2%	4%	11%	1%	-0.4%	-9%	2%	3%
Cc1nc(NCc2ccco2)nc2c1C(=O)CC(C)C2 (centres undefined)	5	-1%	11%	-77%[inhibitor]	-3%	0%	0.2%	-3%	7%	-1%
CN(c1ccccc1)c1nc(-n2ccnc2)nc(-n2ccnc2)n1	x	-1%	-4%	-58%	-9%	0%	-0.4%	-4%	-1%	-25%
Cc1cc(C)c(C)c(OCC(=O)NCc2nc(-c3ccccc3)no2)c1	7	6%	0%	-4%	3%	9%	0.1%	-1%	-3%	-1%
CC1CN(Cc2c(O)ccc3c(=O)c(-c4ccccc4Cl)coc23)CC(C)O1 (centres undefined)	-3	8%	-31%	0%	-7%	-5%	-1.2%	1%	-9%	0%
O=c1cc(-c2c(O)c3ccccc3n(Cc3ccccc3)c2=O)[nH][nH]1	1	-17%	-4%	0%	0%	1%	-0.8%	-2%	-27%	-7%
COC(=O)c1cc(C#N)c(N2CCN(C)CC2)nc1C	2	2%	-22%	11%	1%	-12%	0.0%	-3%	33%[activator]	12%
O=C(N[C@@H]1c2ccccc2CC[C@@H]1OCc1ccccc1)c1ccc(C(F)(F)F)cc1	x	2%[46.1 µM]	0%	-10%	14%	-6%	2.1%	0%	x	6%
(further entries)
SMILES	TRPV1 ag	TCR activator	a7 integrin act	BRCA1 expr up	A-T KAP1 phos	p53 reactivation	B2AR arrestin	TSG101-PTAP inh	MLL CXXC-DNA inh	ELG1 repair inh
CCOc1ccc(N2CC(C(=O)NCCc3ccc(OC)c(OC)c3)CC2=O)cc1 (centres undefined)	-1	10%	-2%	-1%	-2%	-7%	-0.2%	-2%	-5%	1%
Cc1ccc(-c2ccc(CCC(=O)O)n2NC(=O)c2cccs2)cc1	-2	1%	-7%	3%	-33%	18%	0.2%	-8%	-7%	u
CCSC1=C(C#N)C(c2ccc(Cl)cc2)C2=C(CCCC2=O)N1 (centres undefined)	2	0%	21%	-35%	0%	-11%	0.4%	-5%	-7%	-30%
Cc1ccc(-n2cnc3c(sc4nc(N5CCOCC5)c5c(c43)CCCC5)c2=O)cc1	0	-8%	-10%	-19%	8%	-3%	-0.4%	1%	16%	6%
Cc1nn(-c2ccc(NC(=O)c3ccncc3)cc2)c(C)c1Cl	u	-6%	-24%	1%	-7%	-36%[inhibitor]	-0.1%	1%	9%	4.6µM*
CCN(CC(=O)NCc1ccc(F)cc1)CC(=O)NC1CCCC1	3	0%	26%	53%	2%	0%	0.0%	1%	-2%	-3%
CCN(CC)S(=O)(=O)c1cc(NC(=O)CCc2c(C)noc2C)ccc1C	x	6%	1%	-21%	1%	-5%	-0.8%	-4%	x	u
Cc1c(CCC(=O)NCC(=O)NCC(=O)O)c(=O)oc2cc3oc4c(c3cc12)CCCC4	-2	-1%	u	-2%	3%	-11%	-0.3%	-1%	u	0%
Cc1ccccc1Oc1nc2c(C)cccn2c(=O)c1/C=C(\C#N)C(=O)Nc1c(C)n(C)n(-c2ccccc2)c1=O	-4	8%[46.1 µM]	0%	-47%	10%	12%	-0.1%	1%	11%	-2%
CCn1cc(C(=O)NCCc2ccccc2)c(=O)c2cc(S(=O)(=O)N(C)C)ccc21	u	11%	0%	-1%	14%	0%	0.5%	1%	-6%	5%
O=C(CSC1=NNC(c2ccccn2)S1)Nc1ccc(C(F)(F)F)cc1 (centres undefined)	26	2%	-51%[inhibitor]	-20%	-3%	13%	-0.7%	-8%	-10%	-12%
COc1ccccc1NC(=S)NCc1cccnc1	-3	1%[46.1 µM]	11%	-13%	2%	3%	-0.8%	-1%	19%	5%
CCOC(=O)CSc1ncc(-c2cccc(Cl)c2)cn1	8	-2%	26%	2%	-3%	-1%	-0.3%	-2%	5%	1%
NC(N)=NS(=O)(=O)c1ccc(NC(=S)NC(=O)c2ccc3c(c2)OCO3)cc1	-4	12%	1%	14%	6%	-4%	-0.1%	1%	-2%	17%
O=c1cc(CSCc2ccc(Cl)cc2)[nH]c(=O)[nH]1	-1	-4%	6%	-7%	-3%	-5%	2.5%	-1%	9%	-2%
CCOc1ccc(/C=N/NC(=O)c2cc3ccccc3cc2OC)cc1	4	0%	32%	-11%	8%	-8%	-1.1%	0%	18%	u

Sorted by value in MLL CXXC-DNA inh (rising): 3 of the compounds above.
smiles	TRPV1 ag	TCR activator	a7 integrin act	BRCA1 expr up	p53 reactivation	B2AR arrestin	TSG101-PTAP inh	MLL CXXC-DNA inh
O=C(CSC1=NNC(c2ccccn2)S1)Nc1ccc(C(F)(F)F)cc1 (centres undefined)	26	2%	-51%[inhibitor]	-20%	13%	-0.7%	-8%	-10%
CCN(CC(=O)NCc1ccc(F)cc1)CC(=O)NC1CCCC1	3	0%	26%	53%	0%	0.0%	1%	-2%
Cc1ccc(-n2cnc3c(sc4nc(N5CCOCC5)c5c(c43)CCCC5)c2=O)cc1	0	-8%	-10%	-19%	-3%	-0.4%	1%	16%
